S1P1 ag-PAM: S1P1 agonists and agonism potentiators, primary screen, cell-based, primary and confirmation screens, CRE-bla reporter; S1P1 CRE-bla cells, forskolin, beta-lactamase FRET, potentiator mode; S1P1 agonist co-added at EC20, 2 nM; 100% = saturating reference agonist, 0% = basal; Sphingosine 1-phosphate receptor 1 (Homo sapiens), P21453; hit rate 0.57% among 56,000; activation, % at 9.5 µM;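 active = activation above a cutoff set at the mean activation of all tested compounds plus 3 SD, cut at about 54% in these data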;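 also: forskolin at 4 µM as EC80 and the EC20 agonist is SEW2871; 100% = SEW2871 at its EC100 plus forskolin at EC80; some compounds past the cut are filed as inactive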
Target sequence (P21453 whole entry, looked up): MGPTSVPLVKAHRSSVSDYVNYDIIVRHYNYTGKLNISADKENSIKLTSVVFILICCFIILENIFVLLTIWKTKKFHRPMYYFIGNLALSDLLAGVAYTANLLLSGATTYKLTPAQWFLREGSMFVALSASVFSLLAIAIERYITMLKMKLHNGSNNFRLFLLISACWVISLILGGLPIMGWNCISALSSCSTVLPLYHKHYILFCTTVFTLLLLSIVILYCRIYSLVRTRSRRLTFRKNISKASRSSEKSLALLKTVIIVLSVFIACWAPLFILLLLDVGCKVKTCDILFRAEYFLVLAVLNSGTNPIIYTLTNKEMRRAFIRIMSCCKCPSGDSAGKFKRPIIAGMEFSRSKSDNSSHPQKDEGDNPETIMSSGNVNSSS
S1P3 agonist: human S1P3 receptor agonists, primary screen, cell-based, primary and confirmation, NFAT-BLA reporter; activation, % at 4.5 µM; hit rate 0.1% among 60,000; AID 373, 2006; S1P3 NFAT-BLA reporter cells, agonism, FRET ratio; relative to 1 µM S1P, basal subtracted;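 active = activation above the screen-wide mean plus 3 SD, cut at about 4.5% in these data, passing the limit was not always enough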; also: some compounds called inactive have numbers as strong as hits
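material = human S1P3 NFAT-BLA reporter CHO cells | schedule = 4 h compound at 37 °C, 2 h substrate at RT | measured by = fluorescent BLA substrate, ex 405 nm, em 460/535 nm ratio | controls = 1 µM S1P reference | replication = primary once, confirmation triplicate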
HEK293 NFkB inh: inhibitors of PMA/ionomycin-induced NF-kB reporter, primary screen, antigen receptor NF-kB inhibitor project, cell-based, HEK-293 luciferase reporter, luminescence. hit rate 0.21% among 62,000. HEK-293 NF-kB luciferase reporter. inhibition, % at 3 µM;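 active = inhibition above the mean of all tested compounds plus 3 SD, cut at about 40% in these data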;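 also: 0% = stimulated DMSO wells and 100% = 10 µM reference inhibitor 5653914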
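System – HEK-293 cells with stable firefly luciferase reporter driven by four HIV NF-kB elements · Doses – one dose, 3 µM · Schedule – 1 h compound pre-incubation, 16 h PMA/ionomycin at 37 °C · Technique – luminescence from luciferase substrate reagent · Measure – percent inhibition normalized per plate to DMSO and reference-inhibitor controls · Replicates – tested once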
5HT1E ag: 5-HT1E receptor agonists, primary screen, cell-based, HTS; AID 574, 2007; 5-hydroxytryptamine receptor 1E (Homo sapiens), P28566; hit rate 0.69% among 65,000; activation, % at 6 µM; CHO 5-HT1E Ga15 NFAT-bla reporter, FRET; 0% DMSO wells, 100% control agonist wells;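 active = activation above a set limit, the screen-wide mean activation plus 3 SD, cut at about 8.5% in these data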;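 also: 100% = positive control agonist at 1 µM giving full maximal response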
Jurkat tox 60K: cytotoxicity toward Jurkat T cells, primary screen, cytotoxicity control, cell-based, Jurkat E6.1, 60K MLSMR library | hit rate 1.2% among 56,000 | Jurkat E6.1 viability, ATP luminescence, 48 h | AID 463, 2006 | inhibition, % at 4 µM;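 active = inhibition above the mean inhibition of all tested compounds plus 3 SD, cut at about 28% in these data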
D1 allo mod: D1 CRE-luciferase signal change, two-sided – cell-based, HEK293 D1, dopamine EC30, D1 allosteric modulator project, primary screen; B-score at 10 µM; dopamine EC30 potentiation; actives deviate in either direction; AID 641, 2007; hit rate 5.9% among 58,000; D(1A) dopamine receptor (Homo sapiens), P21728;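 active = luminescence count or its row- and column-corrected plate score outside the 99.7% band of the plate's sample wells, on either side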
Target sequence (P21728 whole entry, looked up): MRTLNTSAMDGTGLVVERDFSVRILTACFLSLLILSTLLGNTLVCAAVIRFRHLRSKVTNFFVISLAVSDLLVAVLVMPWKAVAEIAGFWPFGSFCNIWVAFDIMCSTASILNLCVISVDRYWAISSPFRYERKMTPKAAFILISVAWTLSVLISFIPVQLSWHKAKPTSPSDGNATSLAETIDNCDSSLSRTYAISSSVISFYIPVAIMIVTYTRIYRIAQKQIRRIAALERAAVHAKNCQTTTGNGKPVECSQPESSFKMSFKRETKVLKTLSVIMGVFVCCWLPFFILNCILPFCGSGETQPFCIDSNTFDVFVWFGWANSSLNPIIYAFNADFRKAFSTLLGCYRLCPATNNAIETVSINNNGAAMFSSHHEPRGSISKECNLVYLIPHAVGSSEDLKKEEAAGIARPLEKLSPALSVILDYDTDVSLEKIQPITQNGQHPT
5HT1a ag: human 5-HT1a receptor agonists, primary screen, cell-based, CHO, Ga15 NFAT-bla reporter | hit rate 0.56% among 65,000 | 5-hydroxytryptamine receptor 1A (Homo sapiens), P08908 | CHO 5-HT1a Ga15 NFAT-bla reporter, FRET ratio; 0% basal, 100% maximal reference agonist | activation, % at 10 µM;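 active = activation above the screen-wide mean activation plus 3 SD, cut at about 19% in these data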;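 also: 0% = DMSO wells and 100% = 5-CT at EC100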
5HT1E antag: 5-HT1E receptor antagonists, primary screen, cell-based, HTS; 5-hydroxytryptamine receptor 1E (Homo sapiens), P28566; CHO 5-HT1E Ga15 NFAT-bla reporter, FRET, antagonist; inhibition, % at 6 µM; hit rate 0.99% among 65,000;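 active = inhibition above a set limit, the mean inhibition across every tested compound plus 3 SD, cut at about 29% in these data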;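 also: signal is the 460 over 535 nm emission ratio of beta-lactamase substrate; 0% = agonist plus DMSO wells and 100% = wells without agonist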
5-HT1A blocker: human 5-HT1a receptor antagonists, primary screen, cell-based, CHO, Ga15 NFAT-bla reporter. 5-hydroxytryptamine receptor 1A (Homo sapiens), P08908. CHO 5-HT1a Ga15 NFAT-bla reporter, antagonist mode. inhibition, % at 10 µM. hit rate 0.68% among 62,000. AID 612, 2007;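 active = inhibition above the mean of all tested compounds plus 3 SD, cut at about 43% in these data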;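 also: receptor stimulated by 5-CT agonist at 100 nM near EC80; beta-lactamase reporter measured by ratiometric fluorescence of a cleavable substrate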
* = called active by the depositor; . = not tested or not shown. Compounds as they come. About 8.3% of those tested had a hit in this group.

Below each compound – S1P3 agonist | Jurkat tox 60K | HEK293 NFkB inh | S1P1 ag-PAM | 5HT1E antag | 5HT1a ag | 5-HT1A blocker | D1 allo mod | 5HT1E ag
> OCc1cn(-c2ccccc2)nc1-c1ccc(-c2nn(-c3ccccc3)cc2CO)cc1
    . | . | 9.9 | . | 9.0 | 0.6 | 6.6 | -1.04 | -0.1
> O=C(O)CCC(=O)Nc1ccc(C(=O)OC2CCCCC2)cc1
    2.4 | 2.1 | 13.9 | -7.1 | -8.8 | 2.2 | 8.3 | -0.276 | -1.8
> Cc1cc(C)cc(N2CC(C(=O)O)CC2=O)c1 (stereo not drawn)
    -0.4 | 0.9 | -0.3 | -18.2 | -2.3 | -1.4 | 9.7 | -0.0719 | 0.8
> COc1ccc(CN2CC(C(=O)NCCCN3CCOCC3)CC2=O)cc1 (stereo not drawn)
    -0.7 | 3.5 | -0.2 | -6.4 | -1.7 | -1.1 | 5.8 | -0.277 | 0.4
> COC(=O)c1ccccc1S(=O)(=O)N(Cc1ccco1)Cc1cc2cc(OC)ccc2[nH]c1=O
    -0.1 | 9.8 | 8.8 | -28.8 | 9.6 | -4.2 | -0.1 | -0.0143 | -0.8
> COc1cc(CNC(=O)OCC(C)C)cc(OC)c1OC
    -0.1 | -3.0 | 5.6 | -3.5 | -4.4 | -3.6 | 2.8 | 1.38 | 0.0
> CC1CCN(S(=O)(=O)c2cccc(C(N)=O)c2)CC1
    -0.2 | -4.2 | 5.9 | -11.7 | 2.1 | -3.1 | -9.7 | -0.256 | -2.1
> CCc1ccc2[nH]cc(C(=O)OCCOC)c(=O)c2c1
    . | . | 8.0 | . | -12.6 | 0.9 | 6.6 | 0.136 | 0.6
> CCOC(=O)c1[nH]c2ccccc2c1NC(C)=O
    0.9 | -11.2 | 13.5 | 9.1 | -9.3 | -1.7 | 3.4 | 0.389 | -0.4
> COc1ccc(OC)c2[nH]c(=O)c(CCNC(=O)C3CCCCC3)cc12
    -1.1 | 4.5 | 13.6 | 9.3 | 9.0 | -2.6 | 12.8 | -0.73 | -0.3
> CC(=O)NC1C2CN3CCN(C2)CC1(Cc1ccccc1)C3 (stereo not drawn)
    -0.8 | 4.3 | 9.9 | 5.3 | -4.4 | -3.4 | 21.1 | -0.989 | -0.9
> O=S(=O)(c1ccc2nc(COc3ccccc3)[nH]c2c1)N1CCOCC1
    0.8 | 4.1 | 9.4 | 11.6 | -3.1 | 1.2 | -2.6 | . | 1.0
> Cc1cc(NC(=O)CN2CCc3ccccc3C2)nc2c1c(=O)oc1ccccc12
    0.1 | 1.4 | -2.1 | 13.9 | 2.2 | -2.5 | -11.3 | 0.884 | 0.4
> CCn1c(=O)c(=O)[nH]c2cc(C(=O)Nc3ccc(S(=O)(=O)N4CCCC4)cc3)ccc21
    -0.7 | -4.4 | 5.4 | -1.7 | -5.4 | 0.3 | -8.7 | 0.027 | 0.8
> Cn1c(=O)c2c(SCC(=O)N3CCC(Cc4ccccc4)CC3)nc(C3CC3)nc2n(C)c1=O
    -0.6 | -1.5 | 21.3 | -5.5 | 6.6 | -2.3 | 8.0 | -5.67* | 1.2
> CNS(=O)(=O)c1cc(O)c2c(S(=O)(=O)NC)cccc2c1
    -0.5 | 1.7 | 8.5 | -20.3 | 2.8 | -1.7 | -4.3 | -0.611 | -0.7
> CCOc1ccc(-c2nnc(N(CC)C(=O)C3CCC3)s2)cc1
    . | . | 3.8 | . | 9.1 | -0.7 | 22.5 | -0.148 | -1.0
> Cc1ccc(NC(=O)C2(N(CC(C)C)C(=O)Cn3nnnc3N)CCCCC2)cc1
    0.6 | -10.6 | -4.7 | 1.8 | 0.2 | -2.0 | 0.2 | 5.42* | -0.8
> COc1ccc(NC2=C(C(C)=O)C(c3ccc4c(c3)OCO4)C(C(C)=O)C(C)(O)C2)cc1 (stereo not drawn)
    -1.5 | -2.5 | 8.0 | -1.5 | -1.7 | -1.2 | 17.1 | 0.0208 | -1.4
> NC(=O)CS(=O)(=O)c1nc2ccccc2n1CC(=O)N1CCCCC1
    -1.3 | 3.1 | 11.9 | . | -5.8 | -1.0 | -5.4 | 0.519 | 0.3
> CCN=C1SC(CC(=O)Nc2sc(C)c(C)c2C(=O)OC)C(=O)N1CC (stereo not drawn)
    0.5 | -1.0 | 13.9 | -0.1 | -7.1 | 1.2 | -7.9 | 1.1 | 0.4
> Cc1cccc(NC(=O)CCN2C(=O)c3ccccc3C2=O)n1
    1.2 | -4.5 | 3.4 | -0.6 | -5.1 | -1.9 | -4.0 | 0.175 | -0.7
> O=C(/C=N/O)Nc1ccccc1
    0.1 | 0.8 | 8.1 | 6.2 | -10.2 | -1.2 | -6.6 | -0.516 | -0.5
> COC(=O)c1[nH]c2cc(OC)c(OC)cc2c1NC(=O)c1cccc(OC)c1
    -1.1 | -3.5 | 12.1 | -7.4 | 5.6 | -1.0 | -0.6 | -0.881 | -0.5
> CCOC(=O)n1c(SCC(=O)N(CC)CC)nc2ccccc21
    -1.5 | 4.2 | 7.5 | -10.5 | 1.3 | -2.6 | 0.5 | 1.04 | -0.2
> Cc1ccc(C(=O)c2cc3c(cc2N)OCCO3)cc1
    -0.3 | 0.4 | 7.8 | 9.9 | 1.6 | -2.3 | 3.9 | . | 0.1
> Cc1ccc(CNc2ccc3c(c2)OCO3)c(C)c1
    -1.0 | 8.8 | 7.7 | 44.4 | 4.6 | -4.3 | 9.0 | -1.67 | 0.9
> Cc1nn(-c2ccccc2)c(C)c1C(=O)OCC(=O)N1CC(=O)Nc2ccccc21
    -0.1 | -7.3 | 2.2 | -47.1 | -13.6 | -2.4 | -14.4 | -0.369 | 0.3
> Cc1noc(NS(=O)(=O)c2ccc(N/C=C/C(=O)c3cccnc3)cc2)c1C
    -0.1 | 0.9 | 11.8 | -13.7 | -11.6 | -0.7 | -11.7 | 1.32 | -0.9
> COc1cccc(/C=N/n2c(SC)nnc2-c2ccccc2)c1O
    -1.5 | 68.5* | 6.9 | -16.6 | -7.0 | -0.2 | 6.5 | -2.27 | 0.4
> Cc1ccccc1Oc1ccc(S(=O)(=O)NCCC(=O)O)cc1
    -0.5 | 0.9 | 16.8 | -1.9 | 3.4 | -1.3 | -4.6 | 0.022 | -0.1
> CCOc1cc(S(=O)(=O)Nc2ccc(Cl)cn2)ccc1F
    -0.2 | -2.9 | 5.3 | 4.6 | 5.4 | 1.0 | -2.5 | -0.696 | -1.3
> O=C1CC(N2CCOCC2)C(=O)N1c1ccccc1Cl (stereo not drawn)
    -1.4 | -2.5 | 8.6 | -3.9 | 4.1 | -0.4 | -4.8 | 0.527 | -0.2
> Cc1cc(C)n(-c2cc(-c3ccccc3)nc(C)n2)n1
    -1.9 | -8.3 | 17.2 | . | 3.8 | -0.9 | 13.2 | 0.806 | -0.1
> O=C1c2cccnc2C(=O)N1C1CCCCC1
    -0.2 | 14.2 | -8.7 | 14.2 | 14.5 | -2.0 | -5.1 | 0.774 | -1.1
> O=C(OCc1cc2ccccc2[nH]c1=O)c1ccncc1
    -0.4 | -2.4 | 5.1 | -6.6 | -0.8 | -2.0 | -5.6 | 0.828 | -0.9
> O=C(c1cccc(C(F)(F)F)c1)N1CCCCCC1
    -0.6 | -1.3 | 1.3 | -3.0 | 8.0 | -0.2 | -2.6 | . | 0.6
> C=CCn1c(Br)nc2c1c(=O)[nH]c(=O)n2C
    -0.3 | 7.4 | 16.3 | -21.4 | 19.3 | -0.9 | 2.9 | -0.308 | -0.3
> O=C1C(CCS(=O)c2ccccc2)C(=O)N(c2ccccc2)N1c1ccccc1 (stereo not drawn)
    -3.1 | . | . | 8.3 | -17.4 | 2.0 | . | 1.05 | 0.7
> CC(CCc1ccccc1)NC(=O)C1CCCN(c2nnc(-n3cccc3)s2)C1 (stereo not drawn)
    -1.7 | -1.4 | 22.0 | -19.0 | -4.8 | 0.7 | 2.4 | -0.542 | -0.4
> O=C(Nc1nc(-c2cc(Cl)sc2Cl)cs1)c1cccs1
    -0.2 | 3.4 | 5.2 | 34.8 | -1.2 | 279.4* | 49.1* | 0.0787 | 1.1
> CCOc1ccc(OCC)c(NC(=O)CCn2cccc2)c1
    -0.8 | 4.6 | 2.7 | -1.5 | -4.9 | -3.3 | -17.3 | 0.525 | -1.2
> Cc1oc(-c2ccccc2)nc1C(=O)OCC(=O)NC(=O)NCC(C)C
    1.0 | -6.4 | -8.1 | -11.6 | -9.9 | -1.6 | -4.0 | -0.0259 | -1.1
> CCOC(=O)N1CCN(C(=O)CN2C(=O)COc3ccc(C)cc32)CC1
    -0.4 | -3.1 | 11.9 | -33.5 | 2.8 | -5.2 | 3.3 | -0.391 | -0.3
> CN(CC(=O)N1CC(=O)N(CCc2ccccc2)C(=O)C1)S(=O)(=O)c1cccc2nsnc12
    -0.5 | 5.5 | 26.0 | -14.0 | 0.2 | 0.1 | 1.3 | 0.936 | -0.6
> COc1ccc(Cc2nnc(SCC(=O)Nc3ncc(C)s3)o2)cc1
    0.1 | 5.3 | 1.4 | . | -0.6 | -0.3 | 2.2 | 1.13 | 0.0
> CCOc1ncccc1C(=O)OCc1cc(=O)n2c(n1)sc1ccccc12
    -0.4 | -3.6 | 12.6 | -2.5 | 8.0 | -3.3 | -6.8 | -0.114 | 0.3
> Cn1nnnc1SCC(=O)N1CCN(c2ccccc2)CC1
    -1.7 | -2.1 | 10.3 | -2.5 | 0.1 | -5.6 | 3.6 | -0.302 | 0.0
> Cc1c(NC(=O)c2cccc(NC(=O)c3ccco3)c2)cccc1C(=O)O
    0.3 | -0.1 | 9.3 | 8.9 | -6.9 | 0.8 | -8.5 | -0.0472 | 0.0
> c1cncc(-c2nnc(-c3cccnc3)nn2)c1
    -0.3 | 7.2 | 20.2 | -3.3 | 2.5 | -3.5 | 12.0 | -0.522 | -1.1
